MsrA inh = bovine MsrA inhibition | 360,000 compounds, 0.75% hits | purified bovine MsrA, absorbance read-out | inhibition, % at 15.5 µM; in the data active = inhibition above about 4.5%;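 also: 0% = vehicle wells with enzyme and 100% = reference inhibitor wells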
MT1-MMP act inh = MT1-MMP (human) activation inhibition. P50281. HT1080 RFP-PRO-GFP cells, GFP/RFP ratio fluorescence, overnight; percent of plate control window, DMSO zero. GFP/RFP ratio change, % at 20 µM. 360,000 compounds, 0.061% hits;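 active = GFP/RFP ratio change of at least 30% with cell ATP level not reduced by more than half and red fluorescence within 50% of control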; also: strong numbers were not always called active
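Assay system: RFP-PRO-GFP reporter HT1080 cells; read-out basis: GFP/RFP fluorescence ratio; benchmarks: DMSO wells and RFP-L50D-GFP cells; doses: 20 µM single dose, 1% DMSO; schedule: overnight cell settling, then overnight compound exposure, 37 °C, 5% CO2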
Rpn11 block = Rpn11 (human) deubiquitinase inhibition | human 26S proteasome, Ub4-pepOG fluorescence polarization; 20S core pre-blocked with epoxomicin | O00487 | 360,000 compounds, 0.59% hits | calls only at 20 µM | AID 588493;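 active = inhibition at 20 µM, scaled to each plate's controls, above about 33%, limit read from the data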
Target sequence (O00487 whole entry, looked up): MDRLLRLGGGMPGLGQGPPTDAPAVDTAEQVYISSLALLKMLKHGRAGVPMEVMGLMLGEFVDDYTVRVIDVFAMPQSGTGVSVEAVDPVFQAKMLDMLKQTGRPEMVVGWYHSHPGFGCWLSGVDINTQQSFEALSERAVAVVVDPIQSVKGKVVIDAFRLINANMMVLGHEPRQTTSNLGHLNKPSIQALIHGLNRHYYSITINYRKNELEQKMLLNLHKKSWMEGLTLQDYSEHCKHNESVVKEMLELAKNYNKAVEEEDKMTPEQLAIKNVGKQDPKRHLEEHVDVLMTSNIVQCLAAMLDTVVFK
E coli Lon inh = inhibitors of E. coli Lon protease | P0A9M0 | AID 602123 | purified E. coli Lon protease, fluorescence polarization | 360,000 compounds, 0.42% hits | inhibition, % at 7.94 µM; in the data active = inhibition above about 13%, passing the limit was not always enough;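 also: 0% = enzyme with probe and DMSO and 100% = no enzyme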
FAS TE block = FAS thioesterase (human) inhibition | P49327 | recombinant FAS-TE, OMFH fluorogenic substrate, fluorescence endpoint | inhibition, % at 15 µM | 360,000 compounds, 0.67% hits | AID 602261;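 active = compounds whose normalised, plate-corrected inhibition of enzyme fluorescence in the single-dose primary screen is 50% or more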;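 also: 0% = DMSO with enzyme and 100% = substrate without enzyme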
MLLE-PAM2 inh = inhibitors of microRNA-mediated deadenylation, human PABP1 MLLE binding | 360,000 compounds, 0.36% hits | inhibition, % at 20 µM | GST-MLLE / FITC-PAM2 fluorescence polarization; in the data active = inhibition above about 35%, passing the limit was not always enough;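 also: plate controls were DMSO wells with GST-MLLE for no effect and wells lacking GST-MLLE protein for full effect; some results filed as inactive read as strong as hits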
MsrA act = bovine methionine sulfoxide reductase A activation | purified bovine MsrA, absorbance read-out | activation, % at 10.6 µM | 360,000 compounds, 0.3% hits; in the data active = activation above about 7.5%;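 also: 0% = vehicle and 100% = reference activator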
Rin1 Abl inh = human Rin1-Abl interaction inhibition; TR-FRET Rin1/Abl binding, biochemical; AID 588664; 360,000 compounds, 0.4% hits; inhibition, % at 7.35 µM; P00519+Q13671; in the data active = inhibition above about 5%, passing the limit was not always enough
CSN inh = inhibitors of human CSN-mediated cullin deneddylation | Q92905 | Purified CSN, SCF-Nedd8-OG deneddylation, fluorescence polarization | inhibition, % at 12.5 µM | 360,000 compounds, 0.38% hits | AID 651999;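 active = pattern-corrected inhibition above about 35%, with an unprinted fluorescence ratio check between 0.5 and 1.5, limit read from the data, passing the limit was not always enough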;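 also: 0% = enzyme with substrate and 100% = substrate without enzyme; some results filed as inactive read as strong as hits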
Target sequence (Q92905 whole entry, looked up, one chain of several): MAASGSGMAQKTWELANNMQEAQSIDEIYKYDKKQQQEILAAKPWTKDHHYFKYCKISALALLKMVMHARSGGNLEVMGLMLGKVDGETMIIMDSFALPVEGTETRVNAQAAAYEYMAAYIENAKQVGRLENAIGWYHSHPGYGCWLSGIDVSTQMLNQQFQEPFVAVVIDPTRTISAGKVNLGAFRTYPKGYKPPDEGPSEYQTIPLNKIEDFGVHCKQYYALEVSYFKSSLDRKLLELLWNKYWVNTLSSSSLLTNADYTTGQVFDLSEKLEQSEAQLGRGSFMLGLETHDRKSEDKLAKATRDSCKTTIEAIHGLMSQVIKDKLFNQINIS
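Material: human Csn5 produced in HEK293T cells; Input: enzyme 0.24 nM; Reagent: SCFSkp2-Nedd8OG substrate at 10 nM final; Dosing: 12.5 µM compound; Incubation: 90 min reaction at room temperature; Detection: fluorescence polarization of the substrate; Evaluation: % inhibition of substrate cleavage by Csn5; Control set: substrate-only high control, full reaction low control.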
* marks the source's active call; other numbers are inactive results; i = inactive; nt = not tested or not shown; & = joins results of further samples.

item	Structure	MLLE-PAM2 inh	E coli Lon inh	Rin1 Abl inh	Rpn11 block	CSN inh	MsrA act	MsrA inh	MT1-MMP act inh	FAS TE block
1	Cc1cc(C)n(Cc2ccc(C(=O)NCc3ccco3)o2)n1	4.8	10.5	-1.2	i	-1.0	0.3	1.1	0.5	-10.4
2	COc1nc(OC)nc(N2CCC(C(=O)NC3CC3)CC2)n1	7.9	3.2	-1.2	i	-1.0	-3.5	1.9	3.3	1.0
3	Cc1cccc(NC(=O)Cn2nc([N+](=O)[O-])c(Br)c2C)n1	2.9	0.3	2.2	i	1.9	-3.1	0.2	-0.8	10.0
4	COc1ccc(S(=O)(=O)CCC(=O)NCCc2cccc(C)c2)cc1	-6.9	-9.7	1.8	i	4.6	-3.9	0.1	4.2	-7.6
5	CCOCCn1c(CCCO)nc2ccccc21	-12.7	-4.0	0.7	i	-0.8	-5.5	-1.4	-8.0	-8.8
6	CC(=O)NS(=O)(=O)c1ccc(N)cc1	-11.0&6.8	3.7&6.8	0.3&0.1	i	-4.6&-4.6	-1.6&-6.7	1.0&-0.1	1.9&4.1	2.0&-6.0
7	O=C(Nc1ccc(S(=O)(=O)Nc2nccs2)cc1)C1=NN(c2ccccc2)C(=O)CC1	-19.7	-11.4	-3.8	i	-2.0	-4.5	1.2	-3.5	1.4
8	CCn1c(-c2csc3c2CCCC3)n[nH]c1=S	-32.9	-5.0	0.6	i	1.9	2.6	0.6	1.6	-0.9
9	NC1=NC(=O)/C(=C/c2cc(Br)c(O)c(Br)c2)S1	-94.6	-103.7	0.6	i	18.5	-4.6	1.2	-43.3	-1.5
10	CCN(CC(=O)NCc1ccc(F)cc1)CC(=O)Nc1ccc(S(=O)(=O)N2CCCC2)cc1	-7.0	-5.9	-1.4	i	-2.3	-11.8	0.3	2.9	1.9
11	Cc1ccc(-n2c(Cc3cccn3C)nnc2SCC(=O)Nc2ccc3c(c2)OCO3)cc1	-18.8	-6.9	-0.2	i	-1.3	-4.3	0.1	-2.4	-0.6
12	CCCCCCCCN1C(=O)[C@H](CC(=O)NCCCN2CCCC2=O)C[C@@]2(C(=O)OCC)CCCC=C12	nt	-2.5	nt	nt	1.9	-8.6	0.4	2.4	-4.3
13	COc1ccc(S(=O)(=O)N(C)C[C@H]2Oc3ccc(NC(=O)Nc4ccc5c(c4)OCO5)cc3CC(=O)N([C@@H](C)CO)C[C@@H]2C)cc1	4.3	5.6	2.1	i	-2.3	-3.5	-1.1	3.5	11.7
14	O=C(CSc1n[nH]c(-c2ccccc2)n1)c1ccc(O)c(O)c1	-4.1	7.6	-2.0	i	-2.0	-14.8	1.1	-0.6	-10.0
15	Nc1[nH][nH]c(=O)c1N=Nc1ccc2c(c1)OCO2	-17.0	0.7	-15.4	i	-4.6	-2.8	2.0	4.7	-9.7
16	COC(=O)C1=C(C)N(CCCC(=O)O)C(=O)NC1c1ccccc1Cl (configuration not stated)	2.3	-8.7	3.0	i	-3.5	1.3	-0.1	-2.5	-4.3
17	NC(=O)c1nc[nH]c1C(=O)Nc1cccc(NC(=O)c2cccc(C(F)(F)F)c2)c1	-2.9	-12.0	1.9	i	-5.0	2.1	-0.2	7.8	-9.5
18	COC(=O)c1cc(S(=O)(=O)NCCc2ccc(SC)cc2)c[nH]1	15.3	3.4	0.4	i	1.0	-1.8	-0.2	-6.6	-3.6
19	CC(C)(C)OC(=O)Nc1ccc([C@@H](NC(=O)OC(C)(C)C)C(=O)OC(C)(C)C)cc1	-3.0	7.5	1.0	i	-2.2	-0.3	-0.5	4.9	-7.7
20	COc1ccccc1NC(=S)NC(C)=O	9.7	-5.1	-0.4	i	0.8	-1.2	-0.1	4.3	-1.9
21	O=C(c1ccc2c(c1)OCCO2)N1CCN(c2ccc(C(F)(F)F)cn2)CC1	4.5	3.9	-0.5	i	-0.2	-0.2	0.3	2.0	0.8
22	O=C(CSC1=NS(=O)(=O)c2ccccc2N1)Nc1ccc(F)cc1	7.9	-8.0	1.9	i	4.2	-12.6	-0.8	1.9	-3.9
23	C=CCOc1ccc2c3c(c(=O)oc2c1)CCCC3	-10.3	0.4	0.0	i	0.7	1.4	2.3	-4.7	16.2
24	Cc1ccc(/C=C2\SC(=S)N(CCCC(=O)N3CCOCC3)C2=O)cc1	9.4	8.7	4.8	i	3.5	-2.5	-0.3	1.0	12.2
25	CC(C)=C1SC(N2CCN(c3ccc(C)c(Cl)c3)CC2)=NC1=O	8.9	6.9	-0.2	i	4.6	-0.9	-1.4	-0.4	-2.6
26	COc1ccc(C(C)(O)c2nc(-c3ccc(Cl)cc3)cs2)cc1 (configuration not stated)	-0.5	4.0	1.8	i	-2.6	-1.6	-0.2	4.8	22.9
27	CN1CCN(C(=O)N2CCNC2=O)CC1	-6.5	0.4	-1.3	i	2.6	3.2	0.9	-2.4	-6.6
28	O=C(COC(=O)C1CC(=O)N(Cc2ccccc2)C1)Nc1ccccc1F (configuration not stated)	0.4	-1.9	4.5	i	3.0	-3.9	1.1	-3.4	-1.7

11 entries out of the list, ordered by number of heavy atoms, rising:
item	Structure	MLLE-PAM2 inh	E coli Lon inh	Rin1 Abl inh	Rpn11 block	CSN inh	MsrA act	MsrA inh	MT1-MMP act inh	FAS TE block
6	CC(=O)NS(=O)(=O)c1ccc(N)cc1	-11.0&6.8	3.7&6.8	0.3&0.1	i	-4.6&-4.6	-1.6&-6.7	1.0&-0.1	1.9&4.1	2.0&-6.0
20	COc1ccccc1NC(=S)NC(C)=O	9.7	-5.1	-0.4	i	0.8	-1.2	-0.1	4.3	-1.9
9	NC1=NC(=O)/C(=C/c2cc(Br)c(O)c(Br)c2)S1	-94.6	-103.7	0.6	i	18.5	-4.6	1.2	-43.3	-1.5
23	C=CCOc1ccc2c3c(c(=O)oc2c1)CCCC3	-10.3	0.4	0.0	i	0.7	1.4	2.3	-4.7	16.2
3	Cc1cccc(NC(=O)Cn2nc([N+](=O)[O-])c(Br)c2C)n1	2.9	0.3	2.2	i	1.9	-3.1	0.2	-0.8	10.0
1	Cc1cc(C)n(Cc2ccc(C(=O)NCc3ccco3)o2)n1	4.8	10.5	-1.2	i	-1.0	0.3	1.1	0.5	-10.4
14	O=C(CSc1n[nH]c(-c2ccccc2)n1)c1ccc(O)c(O)c1	-4.1	7.6	-2.0	i	-2.0	-14.8	1.1	-0.6	-10.0
4	COc1ccc(S(=O)(=O)CCC(=O)NCCc2cccc(C)c2)cc1	-6.9	-9.7	1.8	i	4.6	-3.9	0.1	4.2	-7.6
24	Cc1ccc(/C=C2\SC(=S)N(CCCC(=O)N3CCOCC3)C2=O)cc1	9.4	8.7	4.8	i	3.5	-2.5	-0.3	1.0	12.2
11	Cc1ccc(-n2c(Cc3cccn3C)nnc2SCC(=O)Nc2ccc3c(c2)OCO3)cc1	-18.8	-6.9	-0.2	i	-1.3	-4.3	0.1	-2.4	-0.6
13	COc1ccc(S(=O)(=O)N(C)C[C@H]2Oc3ccc(NC(=O)Nc4ccc5c(c4)OCO5)cc3CC(=O)N([C@@H](C)CO)C[C@@H]2C)cc1	4.3	5.6	2.1	i	-2.3	-3.5	-1.1	3.5	11.7

2 entries from above, with each value named:
2	COc1nc(OC)nc(N2CCC(C(=O)NC3CC3)CC2)n1
  MLLE-PAM2 inh: 7.9
  E coli Lon inh: 3.2
  Rin1 Abl inh: -1.2
  Rpn11 block: i
  CSN inh: -1.0
  MsrA act: -3.5
  MsrA inh: 1.9
  MT1-MMP act inh: 3.3
  FAS TE block: 1.0

3	Cc1cccc(NC(=O)Cn2nc([N+](=O)[O-])c(Br)c2C)n1
  MLLE-PAM2 inh: 2.9
  E coli Lon inh: 0.3
  Rin1 Abl inh: 2.2
  Rpn11 block: i
  CSN inh: 1.9
  MsrA act: -3.1
  MsrA inh: 0.2
  MT1-MMP act inh: -0.8
  FAS TE block: 10.0

Source: PubChem BioAssay
